# MC4R barr agon: MC4R agonists recruiting beta-arrestin, primary screen, cell-based, luminescence, agonist arm of biased-ligand search; Melanocortin receptor 4 (Homo sapiens), P32245; U2OS MC4R beta-arrestin complementation; percent of melanotan II response, DMSO zero; activation, % at 8.9 µM; 0.98% of 360,000 active; AID 540308, 2011;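 active = activation above a per-plate cutoff, the mean activation of sample wells on that plate plus 3 SD, cut at about 8% in these data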
# Target sequence (P32245 whole entry, looked up): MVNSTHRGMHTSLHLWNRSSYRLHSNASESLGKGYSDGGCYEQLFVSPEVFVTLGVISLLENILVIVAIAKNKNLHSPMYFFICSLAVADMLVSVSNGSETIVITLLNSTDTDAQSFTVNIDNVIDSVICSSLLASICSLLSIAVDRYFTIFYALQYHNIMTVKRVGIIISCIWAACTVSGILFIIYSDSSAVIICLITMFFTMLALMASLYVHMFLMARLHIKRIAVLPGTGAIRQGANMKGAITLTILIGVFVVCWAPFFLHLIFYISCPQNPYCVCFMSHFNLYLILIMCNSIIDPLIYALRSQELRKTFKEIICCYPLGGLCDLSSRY
# TLR9-MyD88 block: inhibitors of TLR9-MyD88 association in cells, primary screen, cell-based, CHO, BLA complementation, fluorescence. Toll-like receptor 9 (Homo sapiens) + Myeloid differentiation primary response protein …. CCF4 FRET ratio. inhibition, % at 4.98 µM. 0.21% of 340,000 active. AID 504734, 2011;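 active = inhibition above the mean over all tested compounds plus 3 SD, cut at about 21% in these data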;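 also: 0% = DMSO only wells and 100% = clavulanate BLA inhibitor control wells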
# ABCB6 inh 2: ABCB6 transporter inhibitors, primary screen, K562-ABCB6 cells, flow cytometry, MLPCN library. K562-ABCB6 porphyrin accumulation, 1 h; hits give low values. fluorescence ratio to DMSO, % at 10 µM. ATP-binding cassette sub-family B member 6 (Homo sapiens), Q9NP58. 0.19% of 360,000 active;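 active = fluorescence ratio to DMSO below 75%, the collection mean minus 3 SD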;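 also: signal is porphyrin accumulated inside mitochondria; 100% equals median channel fluorescence of DMSO control wells; lower ratio means ABCB6 inhibition with less porphyrin fluorescence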
# aDG glyco up: activators of alpha-DG glycosylation, primary screen, uHTS, Pro5-aDG cells, AlphaScreen. alpha-DG glycosylation AlphaScreen (IIH6); 0% Pro5, 100% B10-LARGE cell signal. activation, % at 10 µM. 0.22% of 360,000 active;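 active = activation of at least 8% versus controls, or a plate z-score of at least 8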;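 also: Pro5 are CHO cells carrying HIG-tagged alpha-DG that lacks glycosylation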
# NOD2-RIPK2 inh: NOD2-RIPK2 binding disruptors in cells, primary screen, fluorescence, CHO cells, BLA complementation; inhibition, % at 4.98 µM; AID 624267, 2012; Receptor-interacting serine/threonine-protein kinase 2 (Homo sapiens), O43353; 0.38% of 360,000 active; CCF4 ratio; in the data active = inhibition above about 21%;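 also: 0% = vehicle only and 100% = reference blocker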
# Target sequence (O43353 whole entry, looked up): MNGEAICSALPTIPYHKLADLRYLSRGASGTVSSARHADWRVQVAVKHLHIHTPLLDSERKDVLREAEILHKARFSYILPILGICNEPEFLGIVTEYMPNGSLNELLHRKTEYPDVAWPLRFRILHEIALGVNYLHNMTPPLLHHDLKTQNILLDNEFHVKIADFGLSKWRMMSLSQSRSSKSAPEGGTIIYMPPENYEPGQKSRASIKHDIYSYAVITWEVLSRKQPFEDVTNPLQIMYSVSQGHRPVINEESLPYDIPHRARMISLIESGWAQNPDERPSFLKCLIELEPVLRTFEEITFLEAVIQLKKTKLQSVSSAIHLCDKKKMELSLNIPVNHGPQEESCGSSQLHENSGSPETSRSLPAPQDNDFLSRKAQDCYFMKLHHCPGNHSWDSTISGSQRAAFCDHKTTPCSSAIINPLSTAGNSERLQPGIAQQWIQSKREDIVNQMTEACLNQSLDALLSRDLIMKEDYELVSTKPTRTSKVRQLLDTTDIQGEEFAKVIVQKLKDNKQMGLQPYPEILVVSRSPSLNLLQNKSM
# Vif inh: HIV Vif self-association inhibitors, primary screen, imaging, HEK293T, single point | AID 602346, 2012 | inhibition, % at 7.49 µM | HEK293T cells, Vif self-association by quenched fluorescence, 24 h | 0.35% of 340,000 active; in the data active = inhibition above about 50%, passing the limit was not always enough; also: some results filed as inactive read as strong as hits
# N-glyco inh: increase of ERlucT glycosylation luciferase signal, primary screen, N-linked glycosylation inhibitor project, D54 ERlucT cells, luminescence, set 2; D54 ERlucT glycosylation luciferase reporter, 24 h; percent of 100 nM tunicamycin response; reporter increase, % at 12.5 µM; 0.23% of 360,000 active;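 active = mean luciferase reporter signal, scaled so untreated is 0 and the glycosylation-blocking control 100, at or above a set limit in every replicate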;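 also: luciferase carries N-glycosylation sites so blocking glycosylation raises the light; 0% = median of neutral control wells and 100% = median of 100 nM tunicamycin wells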
# Granule exo inh: LAMP-1 surface exposure blockers, TALL-104 cells – cell-based, flow cytometry, MLPCN library, primary screen; TALL-104 LAMP-1 surface exposure; cells stimulated with thapsigargin and PMA; inhibition, % at 10 µM; 0.66% of 360,000 active; AID 651702, 2012;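 active = inhibition above about 55%, limit read from the data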
# ABHD5-PLIN5 inh: ABHD5-PLIN5 interaction inhibitors, primary screen, cell lysate, split luciferase complementation, luminescence; 0.78% of 360,000 active; Split G. princeps luciferase complementation, 4 h; inhibition, % at 4 µM; Perilipin-5 (Homo sapiens) + 1-acylglycerol-3-phosphate O-acyltransferase ABHD5 (Homo …;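 active = inhibition above the mean inhibition across every tested compound plus 3 SD, cut at about 22% in these data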;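 also: 0% = DMSO only wells and the 100% control is not disclosed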
# MC4R antag cAMP: MC4R antagonists of cAMP signaling, primary screen, cell-based, TR-FRET, antagonist arm of biased-ligand search | Melanocortin receptor 4 (Homo sapiens), P32245 | AID 540295, 2011 | MC4R-expressing cells, MTII-stimulated cAMP, LANCE TR-FRET | inhibition, % at 6.5 µM | 0.48% of 360,000 active;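 active = inhibition above its plate's cutoff, the mean of tested wells on that plate plus 3 SD, cut at about 29% in these data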;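 also: 0% = Melanotan II alone and 100% = Melanotan II plus saturating MCL0020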
#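 Material: human MC4R-expressing U2OS cells. Probe or stimulus: Melanotan II challenge. Dosing: 6.5 µM single dose. Times: 30-min compound, 1-h challenge, 1-h detection, room temperature. Technique: TR-FRET with Eu-cAMP and labeled anti-cAMP, 671 nm. Replication: singlicate.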
# * hit, by the source's call; / = no result given. These rows are one share of the data; rates above refer to the full screens.
MC4R barr agon,TLR9-MyD88 block,ABCB6 inh 2,aDG glyco up,NOD2-RIPK2 inh,Vif inh,N-glyco inh,Granule exo inh,ABHD5-PLIN5 inh,MC4R antag cAMP,canonical_smiles
-0.4,-2,99,0.3,22*,-24,-11,-1,-3,8,CCc1ccc(NC(=O)Cn2c(=O)c3cccn3c3ccccc32)cc1
1.5,-2,97,-0.4,-11,-3,0,1,-4,2,Cc1ccc(N=C2NC(=O)S/C2=C\c2ccco2)cc1
-0.9,-2,100,0.0,-14,15,-1,-1,6,3,CCn1c(C(C)NC(=O)c2cccc(C)c2)nc2ccccc21 (stereo not given)
1.9,4,96,0.2,2,-7,-4,4,0,0,CCn1c(CNC(=O)COc2ccc(C(C)C)cc2)nnc1SCC(=O)Nc1cc(F)ccc1C
-3.9,-8,93,0.1,1,-8,2,-1,-2,-2,Cc1c(S(=O)(=O)NC(C)c2ccccc2)c(=O)n(C)c(=O)n1C (stereo not given)
-2.0,6,93,0.0,3,/,1,0,0,6,O=C(NCc1ccccc1)C(C(=O)c1ccc(F)cc1)n1ccccc1=O (stereo not given)
-4.4,-7,88,-0.1,-16,-8,0,1,-8,-2,S=C(NCCc1ccccc1)NCc1cccc(Cl)c1
-1.1,-2,92,0.2,3,5,-1,0,5,1,CCOc1ccccc1OCCCOc1ccc([N+](=O)[O-])cc1Cl
0.0,-1,102,0.1,-4,-1,-1,-1,-4,6,COc1ccc(S(=O)(=O)N2CCC(C(=O)NC3CC3)CC2)cc1Cl
-0.4,-1,99,0.0,-4,8,0,26,-4,4,COc1cc(C)ccc1OCC(=O)NCC1CCCO1 (stereo not given)
/,/,125,-0.7,14,/,/,-4,-1,/,Nc1[nH]c(C(=O)c2ccccc2)c(-c2ccc([N+](=O)[O-])cc2)c1C(=O)NCCc1c[nH]c2ccccc12
0.2,-4,99,-0.4,-1,/,2,-1,1,-2,COc1ccc(/C=C2\SC(=S)N(CC(=O)Nc3nnc(C)s3)C2=O)cc1
-0.4,0,94,0.0,5,14,1,3,-1,35*,O=C(OC1CCOC1=O)c1cc(-c2ccc(Cl)cc2)nc2ccccc12 (stereo not given)
-2.4,7,103,0.2,-8,7,1,3,7,1,CN(C)c1nnnn1-c1ccccc1Oc1ncc(C(F)(F)F)cc1Cl
-0.7,/,93,-0.2,-16,-2,-2,-1,7,4,COc1ccc(NC(=O)C2(C)Cc3c(-c4ccc(N(C)C)cc4)ccnc3O2)cc1OC (stereo not given)
-2.6,/,97,-0.2,1,13,1,-4,-4,6,CCc1nc2ccc(C(=O)N3CCN(C(C)=O)CC3)cn2c1N(C)C(=O)c1cccc(OC)c1
-4.4,7,95,1.5,0,-13,-1,0,-5,3,O=C(Nc1cccc([N+](=O)[O-])c1)Nc1cccs1
-2.4,8,91,0.1,-6,1,0,-1,-6,18,O=C(Nc1ccccc1C(F)(F)F)Nc1cccc2ccccc12
0.8,1,96,0.0,-3,8,-1,-4,-9,5,COc1cccc(NC(=O)c2nnn(Cc3ccc(Br)cc3F)c2N)c1
/,/,103,-0.4,-11,3,-4,21,19,/,COc1ccc(C(c2nnnn2-c2ccc3c(c2)OCCO3)N2CCN(C/C=C/c3ccccc3)CC2)cc1 (stereo not given)
0.2,2,101,-0.2,1,-1,1,-1,-1,23,Oc1ccccc1-n1nc2ccc3nonc3c2n1
-2.1,-24,96,0.3,1,1,-2,-1,-10,10,CSc1ccc(S(=O)(=O)NCc2ccccc2)cc1
-1.0,4,99,0.0,-2,10,1,-3,-9,8,Cc1ccc(S(=O)(=O)N2CCOCC2)cc1NS(=O)(=O)c1ccc(F)c(F)c1
-0.9,-4,93,-0.1,-8,3,0,-3,-9,11,CC(OC(=O)Cn1cnc2ccccc2c1=O)C(=O)N(C)c1ccccc1 (stereo not given)
-4.9,12,95,0.1,-11,-5,-1,12,0,-3,O=C(Cc1ccc(Br)cc1)N/N=C/c1cccnc1
-1.9,-8,100,1.4,-3,-5,0,21,3,5,Cc1ccc2cc3cc(C(=O)NCCCN4CC(C)CC(C)C4)oc3nc2c1 (stereo not given)
0.4,6,99,-0.1,-8,-14,0,6,4,8,CCOC(=O)CN1C(=O)N(c2ccccc2OC)S(=O)(=O)c2ccccc21
0.4,-4,94,0.0,10,-4,-3,2,-8,1,COCCNc1nc(-c2cc(-c3ccccc3)on2)cc(C(C)C)n1
7.3,7,101,0.2,-5,6,1,-4,-7,0,CCN(Cc1ccccc1)Cc1nc(CCc2ccccc2)no1
-2.7,-1,94,0.0,2,3,-10,0,4,-7,CCOC(=O)C1CCN(C(=O)c2cc3c(ccc4ccccc43)o2)CC1
-0.2,11,105,-0.2,1,-7,9,-2,7,7,CCC1=C(C)CN(C(=O)NCCc2ccc(S(=O)(=O)NC(=O)NC3CCC(C)CC3)cc2)C1=O (stereo not given)
1.2,-9,88,0.3,-2,7,-5,-2,-1,4,Cn1c(=N)n(CC(=O)c2cccs2)c2ccccc21
11*,2,100,0.0,-18,13,0,3,1,24,CCCCCc1c2c(cc(O)c1C(=O)O)OC(=O)c1c(cc(OC)cc1C(=O)CCCC)O2
1.4,3,101,0.1,-15,-24,0,2,17,-8,O=C(CNC(=S)N(Cc1ccccc1)Cc1cccnc1)NC1CCCC1
-0.6,-5,96,0.2,-2,25,3,0,-5,-1,COc1cc(C(=O)Nc2ccc(O)cc2)ccc1OC(C)=O
-1.4,1,100,2.0,3,-1,-6,-3,14,33*,C=C(C(=O)c1ccccc1)C(C)CC(=O)c1ccccc1 (stereo not given)
0.7,2,104,0.4,-3,2,-3,-1,2,-2,CCOC(=O)c1ccccc1NC(=O)COC(=O)c1ccccc1C(=O)N(C)c1ccccc1
-2.5,-6,102,0.0,-5,-13,12,44,28*,-2,Cc1ccc(C(=O)Nc2nc(-c3ccco3)c(-c3ccco3)s2)o1
2.5,-9,104,0.0,6,5,0,-18,-12,1,C/C(CC(=O)Nc1ccc(N(C)C)cc1)=N\NC(=O)c1ccc(Cl)cc1Cl
0.2,0,96,-0.2,0,-3,0,-14,3,10,O=C(Nc1cccnc1)OCc1ccccc1
1.4,1,133,-0.1,0,0,-4,4,10,-3,CCN(CC)CCNC(=O)c1ccc(NC(=O)c2c(F)cccc2Cl)cc1
-1.7,-14,107,0.4,-16,3,0,22,-3,4,CCCOc1cccc(C(=O)N2CCN(C(=O)C3CCCO3)CC2)c1 (stereo not given)
-0.9,1,83,-0.4,-4,17,-2,2,-6,-4,COC(=O)c1ccccc1NC(=O)c1ccc(-c2ccc(Br)cc2)o1
-1.2,2,99,0.0,-5,8,2,-3,-2,2,CC(=O)NCCn1c(SCC(=O)NC2CCCCC2)nc2ccccc2c1=O
0.2,-1,101,-0.2,5,3,-1,6,2,7,CC1=C(C(=O)N(C)C)CC(CC(=O)NCCCN(C)C)C(=O)N1Cc1ccc(C(C)(C)C)cc1 (stereo not given)

# Next part (3 carried over from the part before).
MC4R barr agon,TLR9-MyD88 block,ABCB6 inh 2,aDG glyco up,NOD2-RIPK2 inh,Vif inh,N-glyco inh,Granule exo inh,ABHD5-PLIN5 inh,MC4R antag cAMP,canonical_smiles
-0.9,1,83,-0.4,-4,17,-2,2,-6,-4,COC(=O)c1ccccc1NC(=O)c1ccc(-c2ccc(Br)cc2)o1
-1.2,2,99,0.0,-5,8,2,-3,-2,2,CC(=O)NCCn1c(SCC(=O)NC2CCCCC2)nc2ccccc2c1=O
0.2,-1,101,-0.2,5,3,-1,6,2,7,CC1=C(C(=O)N(C)C)CC(CC(=O)NCCCN(C)C)C(=O)N1Cc1ccc(C(C)(C)C)cc1 (stereo not given)
0.5,3,95,0.1,0,-4,2,3,2,-7,CCCCn1c(SCc2nc(N)nc(Nc3ccccc3C)n2)nc2ccccc2c1=O
0.7,3,100,0.0,1,14,-1,-3,2,5,COCCNC(=O)C(=O)Nc1cc2c3c(c1)C(C)C(=O)N3CCC2 (stereo not given)
-2.4,-10,90,-0.2,-11,1,1,-3,-2,7,O=C1c2ccccc2C(=O)N1CCCCON1C(=O)c2ccccc2C1=O
1.3,-8,98,0.0,-6,-16,1,3,-3,17,O=C(c1ccccc1Br)N1CCc2c([nH]c3ccccc23)C1
-0.7,5,95,0.2,-9,-10,1,-1,3,2,COc1ccc(NC(=O)Nc2c(SC)nsc2SC)cc1
0.9,-3,90,0.4,1,-17,-1,-1,-2,4,CN(NC(=O)c1ccc(Cl)cc1)c1nc(-c2ccccc2)nnc1C(F)(F)F
0.0,0,97,0.1,1,-5,-1,-1,0,-5,COc1cc(C=O)ccc1OCCCOc1ccccc1[N+](=O)[O-]
0.2,-15,103,0.0,-8,6,-3,-17,-5,15,CC1(C)C2CCC1(CS(=O)(=O)Nc1ccc(S(=O)(=O)NC3CCCCC3)cc1)C(=O)C2 (stereo not given)
0.1,10,102,-0.1,7,-3,-1,1,-1,3,Cc1nc2sccn2c(=O)c1S(=O)(=O)N1CCN(c2ccccc2)CC1
-1.6,-4,101,-0.1,-1,-5,0,-2,3,-4,CC(C)CN(C(=O)CC1CCCC1)c1c(N)n(Cc2ccccc2)c(=O)[nH]c1=O
0.1,-3,100,-0.1,-13,5,2,-3,5,5,CCNC(=S)N1CCN(S(=O)(=O)c2ccc(C)cc2)CC1
0.9,-7,99,0.5,11,-4,6,-2,-1,3,Cn1c(=O)c2[nH]c(-c3ccccc3Cl)c(O)c2n(C)c1=O
-1.1,-10,89,0.1,10,-14,0,-4,-2,0,O=C(Cn1c(NCCCO)nc2ccccc21)c1ccc(Cl)cc1Cl
-1.5,-12,99,0.7,6,-11,-3,-4,-6,15,Cc1cc(C)nc(N2CCN(C(=O)c3ccc(S(=O)(=O)N4CCCCCC4)cc3)CC2)n1
-0.5,-6,88,0.0,-10,-2,2,6,7,18,OC(COc1ccc2ccccc2c1Br)Cn1cnc(-c2ccccc2)c1 (stereo not given)
2.5,5,99,0.9,-11,-1,6,3,10,0,C/C=C/Cn1c(SCCCc2ccccc2)nc2c1c(=O)[nH]c(=O)n2C
-1.0,0,90,0.0,3,-6,0,-2,-7,1,CN(C(=O)c1ccno1)c1nnc(-c2cccnc2)s1
-1.5,-6,95,0.1,-4,-7,1,14,-6,1,COC(=O)[C@H](Cc1ccccc1)NC(=O)Cn1cnc(C(=O)Nc2ccc(C)c(C)c2)n1

# Source: PubChem BioAssay
